Screens deposited in PubChem by several laboratories.
BCLXL inh: blocks human Bcl-xL binding to Bim BH3 peptide | Q07817 | GST-Bcl-xL / FITC-Bim BH3 peptide fluorescence polarization | 320,000 tested, 0.7% active | inhibition, % at 10.9 µM;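 active = inhibition above the mean of all tested compounds plus 3 SD, cutoff set per campaign, cut at about 30% in these data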;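 also: 0% = DMSO wells and 100% = unlabeled Bim-BH3 peptide competitor; inhibitors lower millipolarization by displacing the labeled peptide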
VLA-4 inh: inhibition in a human VLA-4 binding assay; P13612; VLA-4 expressing cells, ligand binding flow cytometry; inhibition, % (about 7 µM as worked out from the volumes in the protocol); 330,000 tested, 0.2% active; AID 2557; in the data active = inhibition above about 50%
Fam108B inh: counter-screen for RBBP9 inhibitors: inhibitors of mouse Fam108B; recombinant Fam108B, FP-Rh probe fluorescence polarization; inhibition, % at 9.51 µM; 300,000 tested, 0.33% active; AID 1947;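 active = inhibition above the screen mean inhibition plus 3 SD, computed separately per campaign, cut at about 18% in these data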;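 also: inhibitors lower polarization as less probe binds the enzyme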
MEX-5 binding: C. elegans MEX-5 TCR-2 RNA binding activity. activity score (negative = inhibition of binding), % at 10 µM. MEX-5/FITC-TCR2 RNA binding, fluorescence polarization; stronger effect = lower value. 300,000 tested, 0.38% active;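 active = inhibition past about -25% in most replicates, and total fluorescence under double the plate's negative control median, limit read from the data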;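 also: 0% = DMSO and -100% = 5 µM competing unlabeled TCR2 RNA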
AGP1-GFP MLPCN: modulators of TOR pathway AGP1-GFP in S. cerevisiae; S. cerevisiae AGP1-GFP multiplex flow cytometry, 3 h; GFP as percent of DMSO wells; GFP response vs DMSO, % at 10 µM; 320,000 tested, 0.02% active; AID 2066;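 active = GFP response relative to DMSO above a set limit, near screen average plus 3 SD, cut at about 150% in these data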;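 also: median GFP channel fluorescence of the gated AGP1 strain per well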
GLD-1 RNA inh: GLD-1-TGE RNA interaction inhibition (C. elegans); Q17339; purified GLD-1 + fluorescein TGE RNA, fluorescence polarization; inhibition, % at 5.96 µM; 320,000 tested, 0.44% active;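 active = percent inhibition above a per-plate cutoff, the plate mean of test compounds plus 3 SD, cut at about 30% in these data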;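 also: 0% = DMSO wells with GLD-1 and probe and 100% = wells lacking GLD-1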
Target sequence (Q17339 whole entry, looked up): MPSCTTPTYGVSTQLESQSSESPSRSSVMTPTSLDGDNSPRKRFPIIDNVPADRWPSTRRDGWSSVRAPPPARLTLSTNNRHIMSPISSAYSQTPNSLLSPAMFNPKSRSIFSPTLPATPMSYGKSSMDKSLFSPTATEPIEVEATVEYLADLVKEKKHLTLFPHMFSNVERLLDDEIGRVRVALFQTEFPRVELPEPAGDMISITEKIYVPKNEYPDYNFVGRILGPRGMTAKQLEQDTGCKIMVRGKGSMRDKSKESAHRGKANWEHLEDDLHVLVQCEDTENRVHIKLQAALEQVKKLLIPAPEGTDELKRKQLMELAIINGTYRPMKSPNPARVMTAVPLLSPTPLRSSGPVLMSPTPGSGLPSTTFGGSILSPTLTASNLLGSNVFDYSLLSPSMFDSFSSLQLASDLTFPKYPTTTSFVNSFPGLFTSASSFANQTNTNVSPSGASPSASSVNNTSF
GRK2 inh: blocks RNA aptamer binding to human GRK2. AID 488847. inhibition of aptamer binding, % at 10 µM. 330,000 tested, 0.59% active. P25098. bead flow cytometry, FAM-aptamer displacement from GRK2;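 active = inhibition of aptamer binding above 40%, roughly 3 SD of noise, on plates passing a quality check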;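 also: median bead fluorescence of bound FAM aptamer so fluorescent compounds give negative values; no value below 0 was filed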
MCL1 BIM primary: disrupts human MCL1 binding to BIM-BH3 peptide. Q07820. GST-MCL1 / FITC-Bim-BH3 fluorescence polarization. inhibition, % at 10.9 µM. 320,000 tested, 0.68% active. AID 2057;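 active = inhibition above the mean inhibition of all tested compounds plus 3 SD, set per campaign, cut at about 40% in these data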;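 also: 0% = DMSO wells and 100% = unlabeled Bim-BH3 peptide control; higher means more loss of mP so more displacement of Bim peptide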
Target sequence (Q07820 whole entry, looked up): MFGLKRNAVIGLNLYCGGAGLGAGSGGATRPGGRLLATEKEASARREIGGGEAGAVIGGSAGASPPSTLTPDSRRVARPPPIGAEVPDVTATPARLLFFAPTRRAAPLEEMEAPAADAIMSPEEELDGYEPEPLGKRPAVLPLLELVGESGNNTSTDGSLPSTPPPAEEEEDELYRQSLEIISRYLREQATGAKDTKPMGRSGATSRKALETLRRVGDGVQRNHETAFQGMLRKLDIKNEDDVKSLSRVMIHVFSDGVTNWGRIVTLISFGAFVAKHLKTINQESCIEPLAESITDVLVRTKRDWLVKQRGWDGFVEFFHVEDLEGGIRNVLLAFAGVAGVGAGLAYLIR
CIT2-GFP yeast: alters CIT2-GFP fluorescence in TOR pathway yeast screen. 320,000 tested, 0.065% active. GFP response vs DMSO, % at 10 µM. S. cerevisiae CIT2-GFP strain, flow cytometry, 3 h; 100 means same as DMSO wells. AID 2029;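 active = GFP response relative to DMSO above a set limit, near the screen mean plus 3 SD, cut at about 150% in these data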;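 also: ratio of well median GFP fluorescence to mean of DMSO wells on the plate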
* = called active by the depositor; · = no result given.

Molecule,BCLXL inh,VLA-4 inh,Fam108B inh,MEX-5 binding,AGP1-GFP MLPCN,GLD-1 RNA inh,GRK2 inh,MCL1 BIM primary,CIT2-GFP yeast
CC(=O)/C=C1\SC(CC(=O)O)C(=O)N1c1ccccc1 (centres undefined),-3,-6,-1,-0.8,99,6,0,-1,100
Cc1cc(C)c(S(=O)(=O)N2CCCCC2)cc1N(C)S(=O)(=O)c1ccc(Cl)cc1,3,-3,2,-2.8,115,2,1,2,115
COc1ccc(-n2c(C)cc(/C=C3\SC(=O)NC3=O)c2C)cc1,3,7,4,-3.7,100,4,2,-11,112
C/C(=N/NC(=O)CN(c1ccccc1)S(=O)(=O)c1ccccc1)c1ccccc1O,0,1,-6,1.0,103,-3,0,9,105
CCC(C)Sc1ccc([C@H]2N[C@@](C)(C(=O)OC)[C@H]3C(=O)N(C)C(=O)[C@@H]23)cc1OC (some centres undefined),0,-11,-1,-1.3,88,-3,0,-2,79
COc1cccc(N2CN(CCc3ccccc3)CNC2=S)c1,-2,-5,0,·,98,-1,0,6,94
C=CCN1C(=O)c2ccc(C(=O)N(CC(C)C)c3c(N)n(CCCC)c(=O)[nH]c3=O)cc2C1=O,-5,2,1,-2.3,110,7,3,-5,108
O=C(CNC(=O)c1ccccc1F)NCc1ccccn1,·,23,·,·,90,6,0,·,84
S=c1[nH]nc(C2CCCCC2)n1/N=C/c1ccccn1,-19,-13,1,1.5,94,-3,0,-19,93
C=CCn1c(N)cc(=O)nc1SCC(=O)Nc1ccc(C)cc1,-2,8,-3,1.9,98,5,4,0,100
C#CCNC(=O)C1=C[C@H](C)[C@@H](CCCO)[C@H](OCC)O1,-1,·,-1,0.1,·,7,·,1,·
COc1ccc(-n2c(Cn3c(=O)sc4ccccc43)nnc2SC)cc1,3,28,-1,-1.0,109,8,0,-2,103
C=CCOc1ccc(C2=NOC(C(=O)Nc3ccc4c(c3)OCCO4)C2)cc1 (centres undefined),16,-13,-10,-0.9,25,16,3,19,93
COc1cccc(NC(=S)N(Cc2ccccn2)Cc2ccccc2Cl)c1,-2,8,0,-0.4,102,1,4,2,106
O=C(Nc1nnc(SCc2ccc(Cl)cc2)s1)C1CC(=O)N(Cc2ccccc2)C1 (centres undefined),3,2,-2,-0.8,96,-3,3,-5,95
COc1cn(-c2ccccc2)nc1C(=O)NCc1ccc(C)cc1,2,1,-5,0.0,85,-3,4,-9,101
CN(CC(=O)Nc1ccc(F)cc1)C(=O)CN1C(=O)c2ccccc2C1=O,4,12,·,·,95,6,0,-1,99
CN(C)CCNC(=O)Cn1c(=O)c2cccn2c2ccc(F)cc21,·,4,·,-0.7,96,·,0,·,100
COc1ccc(CNC(=O)Cc2c(C(=O)O)[nH]c3ccccc23)c(OC)c1,1,0,-2,-1.6,95,-5,5,1,92
O=C(CN1CCN(c2cccc(Cl)c2)CC1)NC1CCCc2ccccc21 (centres undefined),-3,4,-3,0.9,93,6,0,-5,97
Cc1cccn2c(=O)c3cc(C#N)c(=NC(=O)c4cccs4)n(CC(C)C)c3nc12,9,12,0,-19,98,8,5,8,86
COc1ccc(/C=C2/Sc3ccc(C(=O)NCCN4CCCCCC4)cc3NC2=O)cc1,0,17,1,-11,100,-3,0,4,96
CCN(C#N)c1nc(N(C)C)nc(N(C)C)n1,6,9,2,-1.7,95,-2,1,0,102
CN(CCOc1ccccc1)C(=O)c1cc(S(=O)(=O)N2CCCCC2)ccc1Cl,5,28,3,-0.5,96,-1,3,-5,99
CC(=O)NS(=O)(=O)c1ccc(NC(=O)COc2ccc(C(=O)c3ccccc3)cc2)cc1,-5,-11,-4,2.3,89,-11,1,-19,83
Cc1nn(C)c(Oc2cccc(Cl)c2)c1C(=O)Nc1ccc(F)cc1,2,6,-2,0.3,104,3,1,-3,99
CCC(=O)c1cc(F)c(N2CCN(C(=O)Cc3ccccc3)CC2)cc1C,1,3,5,-1.3,100,3,2,10,98
O=C(CCCC(=O)OCC(=O)c1ccc(Cl)cc1)NC1CCCCC1,1,4,-5,-2.2,96,10,0,-1,104
COc1cccc(NC(=O)COC(=O)c2cc(=O)c3ccccc3o2)c1,0,13,·,·,102,3,2,-5,98
CON1C(=O)C(=O)N(OC)C(C)(C)C1C (centres undefined),2,-5,0,0.8,76,-3,2,2,65

Complete entries as entered above. Order of values: BCLXL inh	VLA-4 inh	Fam108B inh	MEX-5 binding	AGP1-GFP MLPCN	GLD-1 RNA inh	GRK2 inh	MCL1 BIM primary	CIT2-GFP yeast
Listed for `CCN(C#N)c1nc(N(C)C)nc(N(C)C)n1` : 6	9	2	-1.7	95	-2	1	0	102
Listed for `COc1ccc(-n2c(C)cc(/C=C3\SC(=O)NC3=O)c2C)cc1` : 3	7	4	-3.7	100	4	2	-11	112
Listed for `CN(CCOc1ccccc1)C(=O)c1cc(S(=O)(=O)N2CCCCC2)ccc1Cl` : 5	28	3	-0.5	96	-1	3	-5	99

Next part:
Molecule,BCLXL inh,VLA-4 inh,Fam108B inh,MEX-5 binding,AGP1-GFP MLPCN,GLD-1 RNA inh,GRK2 inh,MCL1 BIM primary,CIT2-GFP yeast
COc1ccc(S(=O)(=O)N2CCCCCC2)cc1C(=O)N1CCCCC1,2,29,0,-0.9,103,3,1,2,109
O=C(CN1CCOCC1)Nc1ccccc1C(=O)Nc1ccccc1,-4,2,0,-2.0,95,-6,1,3,104
CCn1c(=O)c(=O)[nH]c2cc(C(=O)NC3CCCc4ccccc43)ccc21 (centres undefined),-4,-117,-15,0.5,100,7,6,-7,78
CC(C)n1nnnc1SCC(=O)c1ccc2c(c1)OCCO2,0,-3,-1,0.2,101,3,1,-1,96
Cc1nn(CCCC(=O)Nc2ccc(Br)cc2F)c(C)c1[N+](=O)[O-],3,13,0,0.0,95,-1,1,6,100
COc1cc(CN(C(=O)c2cc3ccccc3oc2=O)C2CCS(=O)(=O)C2)cc(OC)c1OC (centres undefined),4,-14,7,1.7,106,1,0,1,122
CCCC(=O)Nc1cc(C(=O)N(C)CC(OC)OC)ccc1S(=O)(=O)c1ccc(C)cc1,4,-5,-1,1.4,87,-4,2,-1,95
O=C(NCc1ccco1)/C(=C\c1cccnc1)NC(=O)c1ccccc1F,-1,0,1,-2.4,98,3,1,-4,98
CN1C(=O)/C(=N\OC(=O)c2ccccc2Cl)c2ccccc21,8,-1,-6,0.5,95,5,3,7,102
C=C[C@]1(C)C[C@H]1[C@H](NP(=O)(c1ccccc1)c1ccccc1)c1ccccc1,5,18,0,·,92,-1,3,0,89
O=C(NCc1cc2ccccc2[nH]1)c1ccccc1F,1,-7,-6,-3.6,93,-4,0,-13,97
COc1cccc(/C=N/N2CCN(Cc3ccccc3)CC2)c1O,3,-1,-2,0.8,99,-6,0,5,102
Cc1cccc(C)c1NC(=O)C1(N(Cc2ccco2)C(=O)Cn2nnnc2N)CCCCC1,0,10,1,-0.1,98,-8,1,-3,95
CCC(NC(=O)C1CCCC1)c1ccccc1 (centres undefined),3,6,-1,-0.3,100,-3,0,-2,99
CNC(=S)N1CCN(C(c2ccccc2)c2ccccc2)CC1,7,0,-2,-0.1,99,6,4,12,105
C/C(=N\NC(=O)COc1ccc(C(C)(C)C)cc1)c1ccccc1,5,0,-1,-3.0,100,-4,1,-3,107
N#C/C(=C\c1ccc2c(c1)OCCO2)C(=O)Nc1nccs1,8,-5,-2,-2.1,100,-7,2,8,103
Cc1c(CCC(=O)O)c(=O)oc2cc(OCc3ccccc3F)ccc12,8,11,2,-0.5,96,1,4,0,98
Cc1ccc(CNC(=O)C2CCC(=O)N(Cc3ccccc3F)C2)s1 (centres undefined),6,-4,-3,4.1,94,-5,2,4,92
CNC(=O)c1cc(OCC(F)(F)F)ccc1OCC(F)(F)F,5,32,1,0.5,105,6,1,8,97

Three structures out of the list, ordered by SMILES length, low to high.
Molecule,BCLXL inh,VLA-4 inh,Fam108B inh,MEX-5 binding,AGP1-GFP MLPCN,GLD-1 RNA inh,GRK2 inh,MCL1 BIM primary,CIT2-GFP yeast
CCC(NC(=O)C1CCCC1)c1ccccc1 (centres undefined),3,6,-1,-0.3,100,-3,0,-2,99
C/C(=N\NC(=O)COc1ccc(C(C)(C)C)cc1)c1ccccc1,5,0,-1,-3.0,100,-4,1,-3,107
CCCC(=O)Nc1cc(C(=O)N(C)CC(OC)OC)ccc1S(=O)(=O)c1ccc(C)cc1,4,-5,-1,1.4,87,-4,2,-1,95

Compounds above containing an NH in an aromatic ring:
Molecule,BCLXL inh,VLA-4 inh,Fam108B inh,MEX-5 binding,AGP1-GFP MLPCN,GLD-1 RNA inh,GRK2 inh,MCL1 BIM primary,CIT2-GFP yeast
C=CCN1C(=O)c2ccc(C(=O)N(CC(C)C)c3c(N)n(CCCC)c(=O)[nH]c3=O)cc2C1=O,-5,2,1,-2.3,110,7,3,-5,108
S=c1[nH]nc(C2CCCCC2)n1/N=C/c1ccccn1,-19,-13,1,1.5,94,-3,0,-19,93
COc1ccc(CNC(=O)Cc2c(C(=O)O)[nH]c3ccccc23)c(OC)c1,1,0,-2,-1.6,95,-5,5,1,92
CCn1c(=O)c(=O)[nH]c2cc(C(=O)NC3CCCc4ccccc43)ccc21 (centres undefined),-4,-117,-15,0.5,100,7,6,-7,78
O=C(NCc1cc2ccccc2[nH]1)c1ccccc1F,1,-7,-6,-3.6,93,-4,0,-13,97
